Bioassay records: PubChem, Broad Institute
esBAF inh = blocks esBAF chromatin remodeling in mouse ES cells | Bmi1-luciferase knock-in reporter, 24 h; 100% = twice the neutral-well signal | reporter increase, % at 12.5 µM | 2% of 350,000 active | AID 602393; in the data active = activation above about 40%; inconclusive = no clear call, values can overlap the other calls;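 note: 0% = median of the plate's neutral control wells and 100% = double that signal; a rise in the Bmi1 reporter signal indicates esBAF inhibition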
S100A4 inh HTS = inhibitors of human S100A4 binding to myosin IIA peptide. P26447. S100A4/TAMRA-MyoIIA peptide fluorescence polarization. inhibition, % at 10.7 µM. 0.14% of 360,000 active;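 active = mean inhibition of at least 70% across replicates, with every replicate also reaching that level; inconclusive = mean inhibition reaches 70% but some replicates fall short; inactive = mean inhibition below 70%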
Target sequence (P26447 whole entry, looked up): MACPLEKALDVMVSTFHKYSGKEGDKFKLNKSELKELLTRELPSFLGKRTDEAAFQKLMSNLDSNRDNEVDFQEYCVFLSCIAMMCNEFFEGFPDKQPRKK
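Test system – S100A4 monomer (human) · Compound – single-point compound testing · Schedule – 5 min incubation before reading · Probe or stimulus – TAMRA-labelled myosin IIA heavy-chain peptide probe, 5 nM · Benchmarks – neutral control DMSO, positive control TFP · Medium – Calcium-containing HEPES buffer, pH 7.2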
FN deposition inh = fibronectin deposition inhibition; 0.086% of 350,000 active; AH1F fibroblasts, Alexa488-fibronectin deposition fluorescence, overnight; AID 743247; inhibition, % at 12.6 µM;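 active = mean inhibition across replicates of 30% or more, regardless of how many single replicates reach that level; inconclusive = mean under 30% yet at least half of replicates reach 30%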;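 note: positive control wells lacked labelled fibronectin entirely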
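Material: AH1F fibroblasts assembling fluorescent fibronectin matrix; amount: 10000 AH1F cells/well; medium: DMEM, 2% serum; reagent: Alexa488-fibronectin, 24 nM final in well; dosing: single compound dose, delivered by pin transfer; incubation: 1 h adhesion, overnight exposure; detection: fluorescence after three HBSS washes, excitation 485 nm, emission 525 nm; measure: fibronectin deposition inhibition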
Statin myotox sup = suppression of simvastatin myotoxicity; rescue of ATP level, % at 7.49 µM; C2C12 myotubes + simvastatin, ATP luminescence, 48 h; scaled: DMSO 0, geranylgeraniol control 100; AID 602340; 0.78% of 330,000 active;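 active = mean ATP rescue above about 67%, or every replicate alone reaching that limit, limit read from the data, passing the limit was not always enough; inconclusive = no clear call, values can overlap the other calls; inactive = mean under the limit and some replicate under it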;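 note: myotubes were challenged with 10 µM simvastatin during compound exposure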
CASP6 VEID inh = inhibitors of human caspase-6. purified caspase-6, Z-VEID-R110 cleavage fluorescence. 0.53% of 350,000 active. AID 686996. P55212. inhibition, % at 12.5 µM;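 active = mean inhibition across replicates at least about 35%, with every replicate also reaching that limit, limit read from the data; inconclusive = only one of the two criteria met; inactive = neither criterion met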;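 note: 0% = median of neutral control wells and 100% = no fluorescence left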
Target sequence (P55212 24-179 limits assumed): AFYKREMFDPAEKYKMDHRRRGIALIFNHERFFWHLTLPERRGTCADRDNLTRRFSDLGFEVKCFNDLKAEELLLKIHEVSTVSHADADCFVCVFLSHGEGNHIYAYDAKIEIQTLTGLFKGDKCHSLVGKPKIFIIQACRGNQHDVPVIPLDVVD
Target sequence (P55212 194-293 limits assumed): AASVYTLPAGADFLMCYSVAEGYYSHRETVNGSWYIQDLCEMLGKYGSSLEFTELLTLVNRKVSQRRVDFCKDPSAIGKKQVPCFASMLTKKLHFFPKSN
SIRT5 block = sirtuin-5 (human) deacylase inhibition; Purified SirT5, succinyl-peptide AMC, trypsin-coupled fluorescence; inhibition, % at 15 µM; 1.1% of 330,000 active; in the data active = inhibition above about 15%; inconclusive = no clear call, values can overlap the other calls
Target sequence (Q9NXA8 whole entry, looked up): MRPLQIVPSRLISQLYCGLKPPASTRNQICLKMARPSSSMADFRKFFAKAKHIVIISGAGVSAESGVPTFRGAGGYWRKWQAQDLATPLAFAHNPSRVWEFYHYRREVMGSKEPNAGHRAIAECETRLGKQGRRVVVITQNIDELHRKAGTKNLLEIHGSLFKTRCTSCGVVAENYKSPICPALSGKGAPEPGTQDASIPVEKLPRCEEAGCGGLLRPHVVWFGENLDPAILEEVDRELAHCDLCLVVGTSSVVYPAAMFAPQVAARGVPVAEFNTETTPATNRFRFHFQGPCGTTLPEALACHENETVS
LGR2 inh = inhibitors of bursicon-induced Drosophila LGR2 receptor cAMP signaling | HEK293 LGR2, CRE-luciferase, bursicon-stimulated, 4 h | inhibition, % at 9.99 µM | 0.35% of 380,000 active | AID 720647;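 active = drop in luminescence signal, shown as inhibition above about 50% in the replicate tests, limit read from the data, passing the limit was not always enough; inconclusive = probably only some replicates passing the limit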;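 note: agonist challenge used bursicon conditioned medium at about half maximal strength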
An asterisk follows results filed as active; u = inconclusive; x = no result given; & = joins results of further samples.

SMILES	esBAF inh	S100A4 inh HTS	FN deposition inh	Statin myotox sup	CASP6 VEID inh	SIRT5 block	LGR2 inh
c1coc(Cn2nnnc2CN2CCN(C3CCCCC3)CC2)c1	-7	x	-5	-1	x	x	x
COc1ccc(NC(=O)CS(=O)CC(=O)N2CCN(C3CCCC3)CC2)cc1 (configuration not stated)	0	-3	0	-8	-2	0	-6
O=C(C1CCOCC1)N1CC(=O)N2[C@H](C1)[C@@H](c1ccc(C#Cc3cccc(F)c3)cc1)[C@@H]2CO	x	2	x	x	3	-5	2
Cc1cc[n+](-c2[nH]c(=O)sc2/C=N/NC(=O)c2ccccc2[O-])cc1C	x	-10	4	x	8	1	-11
COc1ccc(/C(O)=C/C(=O)C(=O)Nc2c(C)n(C)n(-c3ccccc3)c2=O)cc1	4	x	-5	17	x	x	x
COC(=O)CCNC(=O)c1ccc2nc(Cc3ccc(OC)cc3)oc2c1	3	-3	1	9	-1	2	10
CCNC(=O)C1(C)CCN(C(=O)c2cccc3ccccc23)C1 (configuration not stated)	6	-8	-6	4	1	-5	-26
Cc1ccc(P(=O)(CC(=O)O)c2ccc(C)cc2)cc1	-8	x	1	0	x	x	x
C[C@@H]1CCCCO[C@@H](CN(C)C(=O)C2CCCCC2)[C@H](C)CN([C@H](C)CO)C(=O)c2cc(NC(=O)Nc3ccc(C(F)(F)F)cc3)ccc2O1	5	6	0	x	2	1	9
COCCNC(=O)C[C@@H]1CC[C@H]2[C@@H](COc3ccc(NC(=O)Cc4ccccc4)cc3C(=O)N2C)O1	-1	7	-7	2	9	-1	-6
O=S1(=O)CC(O)C(N=Nc2c(O)n(Cc3ccccc3)c3ccccc23)C1 (configuration not stated)	2	3	5	4	4	15	12
CCC(=O)N(C)C[C@H]1Oc2ncc(C#Cc3ccncc3)cc2C(=O)N([C@H](C)CO)C[C@@H]1C	-4	-10	0	20	0	-4	-9
O=C(CN(C(=O)CCC(=O)Nc1nccs1)c1cccc(F)c1)NCc1ccccc1	-3	0	-2	-17	-3	-1	16
C[C@@H]1CN([C@H](C)CO)C(=O)c2cc(NC(=O)Nc3cccc4ccccc34)ccc2O[C@@H]1CN(C)C(=O)Nc1ccccc1	-5	9	x	13	-1	1	u
COc1ccc(OC)c(C2/C(=C(/O)c3ccccc3)C(=O)C(=O)N2Cc2ccco2)c1 (configuration not stated)	x	5	-7	x	3	-2	27
CCOc1cc(C(=O)O/N=C(\N)c2ccc([N+](=O)[O-])cc2)cc(OCC)c1OCC	-4	x	-6	8	x	x	x
CCCCNCCCOc1cccc(Cl)c1Cl	x	-3	x	x	-1	-8	-2
O=C(NC1Cc2ccccc2C1)[C@@H]1[C@@H](CO)[C@@H]2Cn3c(cccc3=O)[C@H]1N2Cc1ccccc1F	-1	x	x	2	x	x	-6
O=C(O)c1cccc2c1C(=O)N(Cc1ccncc1)C2	-6	x	-4	14	x	x	x
COc1cccc(-c2cnc3c(NC=O)cc(-c4cccc(NC(C)=O)c4)cn23)c1	16	6	27	-4	5	6	-49

Limited to LGR2 inh, CASP6 VEID inh and esBAF inh, for some of the entries so far:
SMILES	LGR2 inh	CASP6 VEID inh	esBAF inh
CCOc1cc(C(=O)O/N=C(\N)c2ccc([N+](=O)[O-])cc2)cc(OCC)c1OCC	x	x	-4
CCCCNCCCOc1cccc(Cl)c1Cl	-2	-1	x
O=C(NC1Cc2ccccc2C1)[C@@H]1[C@@H](CO)[C@@H]2Cn3c(cccc3=O)[C@H]1N2Cc1ccccc1F	-6	x	-1
O=C(O)c1cccc2c1C(=O)N(Cc1ccncc1)C2	x	x	-6

Continuation.
SMILES	esBAF inh	S100A4 inh HTS	FN deposition inh	Statin myotox sup	CASP6 VEID inh	SIRT5 block	LGR2 inh
Cc1nnc(Cl)c2nn(-c3ccccc3F)c(C)c12	x	-16	3	x	-1	-6	1
CCN(C[C@@H]1N[C@H](CO)[C@H]1c1ccc(-c2ccccc2)cc1)C(=O)COC	-12	-7	12	-17	1	2	-14
CCN1CCN(CC(=O)Nc2ccc(OC(F)(F)F)cc2)CC1	-9	5	3	-3	-4	-4	-3
CN(C1=C(N2CCCCC2)C(=O)c2ccccc2C1=O)c1ccccc1	-9	x	-5	14	x	x	x
O=S(=O)(Oc1ccccc1-c1ccccc1)c1ccccc1	-5	-11	x	-4	1	x	14
CCOC(=O)/C(C#N)=C1\CCCN1CC(N)=S	x	-1	1	x	2	-3	-9
C[C@@H]1CN([C@H](C)CO)C(=O)c2cc(-c3ccccc3)cnc2O[C@@H]1CN(C)CC1CC1	-1	12	-4	10	0	1	5
CC1=NNC(=O)C1CCC(=O)N/N=C/c1ccc(C)cc1 (configuration not stated)	x	-2	-2	x	-3	-3	7
Cc1ccc(-c2ccccc2[C@H]2[C@@H](CO)N(C(=O)NC3CCCC3)[C@H]2C#N)cc1	x	10	-1	x	0	5	8
Cc1ccc(NS(=O)(=O)c2cccc3nsnc23)cc1C	9	0	-1	1	1	-8	-1
CC(C)(C)n1nnnc1C(c1cccc(C#N)c1)N1CCC(Cc2ccccc2)CC1 (configuration not stated)	4	6	x	-2	6	-1	-10
CC(C)NCC(=O)C12CC3CC(CC(C3)C1)C2	4	-2	-1	22	-5	-3	3
C[C@@H]1CN([C@@H](C)CO)C(=O)c2cc(NC(=O)c3ccncc3)ccc2O[C@@H]1CN(C)Cc1ccc(C(=O)Nc2ccccc2N)cc1	x	-32	1	x	-1	-10	2
Cc1noc(C)c1NC(=O)Nc1cccc2c1O[C@H](CN(C)C(=O)NC(C)C)[C@H](C)CN([C@H](C)CO)C2=O	-3	-4	x	-1	35	2	-18
C[C@H](CO)N1C[C@H](C)[C@H](CN(C)C(=O)Nc2ccc(F)cc2)OCCCC[C@H](C)Oc2ccc(NC(=O)Nc3ccccc3)cc2C1=O	-1	-12	4	13	-5	13	59*
C[C@@H](O)C#Cc1cnc2c(c1)C(=O)N([C@@H](C)CO)C[C@H](C)[C@H](CN(C)C(=O)c1ccccc1)O2	-4	2	-6	11	1	-4	-15
C[C@@H]1CN([C@@H](C)CO)C(=O)Cc2cc(N(C)C)ccc2O[C@H]1CN(C)C(=O)Nc1ccc(C(F)(F)F)cc1	-12	-2	-4	22	1	3	-7
O=C(c1cncc(Br)c1)N1CCN(S(=O)(=O)c2ccccc2C(F)(F)F)CC1	-3	-2	0	-2	2	0	0
Cc1ccc(S(=O)(=O)N2CCCCC2)cc1NC(=O)COC(=O)C1(C)CC1(Cl)Cl (configuration not stated)	7	-2	x	-5	-2	-1	10
COc1ccc(NC(=O)c2nc[nH]c2C(=O)N[C@@H](CC(C)C)C(=O)OC(C)(C)C)cc1	0	-3	15	4	-1	2	15

Structures above with a COOH group, in the order listed:
SMILES	esBAF inh	S100A4 inh HTS	FN deposition inh	Statin myotox sup	CASP6 VEID inh	SIRT5 block	LGR2 inh
Cc1ccc(P(=O)(CC(=O)O)c2ccc(C)cc2)cc1	-8	x	1	0	x	x	x
O=C(O)c1cccc2c1C(=O)N(Cc1ccncc1)C2	-6	x	-4	14	x	x	x

Additional structures:
SMILES	esBAF inh	S100A4 inh HTS	FN deposition inh	Statin myotox sup	CASP6 VEID inh	SIRT5 block	LGR2 inh
COC(=O)c1ccc(CSc2ccc3nnc(-c4ccc(OC)c(OC)c4)n3n2)o1	x	-4	3	x	4	-2	-7
CNC(=O)c1ccccc1NC(=O)c1cccc(S(=O)(=O)N2CCCCC2)c1	11	4	-9	-1	-1	-5	7
Cc1noc(C)c1NC(=O)N(C)C[C@H]1OCc2cnnn2CCCC(=O)N([C@H](C)CO)C[C@H]1C	4&0	-2&0	4&7	-20&-6	0&1	-2&-4	-14&-9
O=C(Cc1n[nH]c(=O)c2ccccc12)OCC(=O)c1ccccc1Cl	x	1	0	9	-1	1	5
CC1=CC(=O)N(c2cccc3c(N4C(=O)C=C(C)C4=O)cccc23)C1=O	1	-4	x	-1	1	-6	x
NC(=O)Cc1ccc(C(=O)c2ccc(Cl)cc2Cl)s1	x	5	5	x	0	3	x
CC1(C(=O)NCc2ccccc2)CN(S(C)(=O)=O)CC(=O)N1CCCn1ccnc1 (configuration not stated)	x	-5	10	x	-10	-2	0
O=C(NCCN1CCNC1=O)c1ccc2sc([C@H]3C[C@H](O)[C@@H](CO)O3)nc2c1	6	-27	4	5	3	0	1
COCCNC(=O)CN(C(=O)Cn1nnc2ccccc21)c1ccc(C)cc1	x	-15	-14	x	1	-2	-8
O=C(NC1CCS(=O)(=O)C1)/C(=C\c1ccco1)NC(=O)c1ccccc1 (configuration not stated)	-3	-19	-9	17	0	4	-6
COc1ccc(C(=O)Nc2ccc3c(c2)C(=O)N(C)C[C@@H](OC)[C@H](C)CN(C(C)=O)[C@@H](C)CO3)cc1	2	-4	0	-14	x	-4	-7
COc1cccc(N/C(SCc2cccc([N+](=O)[O-])c2)=C(/C#N)C(=O)NCc2cccs2)c1	-3	2	-15	20	3	2	17
CC(CC(=O)N1CCN(c2ccccc2)CC1)S(=O)(=O)c1ccc2c(c1)NC(=O)CS2 (configuration not stated)	2	0	-3	-2	0	-1	-1
CCCNC(=O)N1CC2(CN(Cc3cccc(F)c3)C2)c2c([nH]c3cc(OC)ccc23)[C@H]1CO	x	9	-6	x	2	4	-5
O=C(c1cccnc1)N1CC(=O)N2[C@H](CO)[C@H](c3ccc(-c4ccc(F)cc4)cc3)[C@H]2C1	x	4	x	x	-1	-2	4
Cc1cc(C(=O)Nc2ccc([N+](=O)[O-])cn2)cs1	30	1	0	-24	1	-1	-37
CCOCCCNC(=O)CNC(=S)N(Cc1ccccc1F)C1CCCCC1	0	x	11	11	x	x	21
CN(CC(=O)Nc1cccc(F)c1)C(=O)CN1c2cccc3cccc(c23)S1(=O)=O	-2	-2	2	2	9	-2	13
O=C(C1CCC(CNc2c(N3CCCCC3)c(=O)c2=O)CC1)N1CCN(c2ccccn2)CC1 (configuration not stated)	-1	-1	4	0	-1	1	7
O=C(CNC(=O)N1CC(=O)Nc2ccccc21)Nc1ccc(Br)cc1F	4	-1	x	8	0	x	-14

Exported with bars between the fields: entries from further up
smiles | esBAF inh | S100A4 inh HTS | FN deposition inh | Statin myotox sup | CASP6 VEID inh | SIRT5 block | LGR2 inh
CN(CC(=O)Nc1cccc(F)c1)C(=O)CN1c2cccc3cccc(c23)S1(=O)=O | -2 | -2 | 2 | 2 | 9 | -2 | 13
Cc1cc(C(=O)Nc2ccc([N+](=O)[O-])cn2)cs1 | 30 | 1 | 0 | -24 | 1 | -1 | -37
NC(=O)Cc1ccc(C(=O)c2ccc(Cl)cc2Cl)s1 | x | 5 | 5 | x | 0 | 3 | x
COCCNC(=O)CN(C(=O)Cn1nnc2ccccc21)c1ccc(C)cc1 | x | -15 | -14 | x | 1 | -2 | -8
O=C(C1CCC(CNc2c(N3CCCCC3)c(=O)c2=O)CC1)N1CCN(c2ccccn2)CC1 (configuration not stated) | -1 | -1 | 4 | 0 | -1 | 1 | 7

This is a subset; count on the stated rates, not on these rows.
